Screens (PubChem)
hgDAF12 agonist: activates the H. glycines DAF-12 receptor ligand-binding domain; HEK293 GAL4-hgDAF12 UAS-luciferase reporter, agonist luminescence; normalized to butyrate control; actives 1.8% (n = 370,000); activation, % at 6.8 µM;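 active = activation above a cutoff set at the mean of all screened compounds plus 3 SD, cut at about 10% in these data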;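 note: 0% = DMSO wells and 100% = sodium butyrate wells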
MBD2 DNA inh: inhibitors of human MBD2 binding to methylated oligonucleotide; Q9UBB5; TR-FRET; inhibition, % at 4.4 µM; actives 0.31% (n = 370,000); AID 686964; in the data active = inhibition above about 13%
SMARCA2 act: SMARCA2 function activation, primary screen; MG213 cells, MMTV-luciferase reporter, dexamethasone, overnight; activation, % at 9.1 µM; actives 1% (n = 370,000); in the data active = activation above about 7.8%;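 note: 0% = vehicle wells and 100% = reference activator wells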
ssDAF-12 act: activates DAF-12 receptor from parasite S. stercoralis; HEK293 ssDAF-12/GRIP1 lit1-tk-luc reporter, luminescence; % of 3 µM dafachronic acid response; activation, % at 6.8 µM; actives 1% (n = 370,000); AID 652126;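 active = activation above the mean over all tested compounds plus 3 SD, cut at about 0.9% in these data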;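 note: 0% = DMSO-only wells and 100% = 3 µM delta7-dafachronic acid wells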
ADAM17 inh: ADAM17 inhibition, QFRET primary screen. inhibition, % at 6.95 µM. recombinant ADAM17, EDANS/DABCYL FRET peptide cleavage. P78536. actives 0.83% (n = 370,000). AID 720648;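 active = inhibition above the mean of compounds lying between control limits plus 3 SD, set per campaign, cut at about 8.5% in these data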;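 note: 0% = DMSO-only wells as the low control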
NR1D1 modulator: modulates human Rev-erb alpha binding to DNA; Rev-erbα–FITC-DNA binding, fluorescence polarization, 90 min; activity, % at 10 µM; actives 0.79% (n = 370,000); AID 1259318;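 active = activity above about 14%, limit read from the data; passing the limit was not always enough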;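 note: 0% = DMSO wells with 35 nM protein and 100% = DMSO wells with 750 nM protein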
PLC-gamma1 inh: PLC-gamma1 (human) inhibition, primary screen; P19174; purified PLC-gamma1, fluorogenic substrate, fluorescence; inhibition, % at 12.2 µM; actives 0.84% (n = 370,000); AID 720700; in the data active = inhibition above about 9.5%
hcDAF12 agonist: activates DAF-12 receptor from parasite H. contortus; AID 652067; actives 1.4% (n = 370,000); HEK293 hcDAF-12 lit1-tk-luc reporter, luminescence; 0% DMSO, 100% Δ7-dafachronic acid; activation, % at 6.8 µM;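 active = activation above the mean of all tested compounds plus 3 SD, cut at about 5.5% in these data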;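 note: 100% = response to 3 µM Δ7-dafachronic acid high control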
PLC-beta3 inh: blocks human PLC-beta3 enzyme activity | Q01970 | Purified PLC-beta3, fluorogenic substrate, fluorescence | inhibition, % at 12.2 µM | actives 0.18% (n = 370,000); in the data active = inhibition above about 11%;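 note: 0% = median of compound wells on plate and 100% = full blocker control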
Target sequence (Q01970 whole entry, looked up): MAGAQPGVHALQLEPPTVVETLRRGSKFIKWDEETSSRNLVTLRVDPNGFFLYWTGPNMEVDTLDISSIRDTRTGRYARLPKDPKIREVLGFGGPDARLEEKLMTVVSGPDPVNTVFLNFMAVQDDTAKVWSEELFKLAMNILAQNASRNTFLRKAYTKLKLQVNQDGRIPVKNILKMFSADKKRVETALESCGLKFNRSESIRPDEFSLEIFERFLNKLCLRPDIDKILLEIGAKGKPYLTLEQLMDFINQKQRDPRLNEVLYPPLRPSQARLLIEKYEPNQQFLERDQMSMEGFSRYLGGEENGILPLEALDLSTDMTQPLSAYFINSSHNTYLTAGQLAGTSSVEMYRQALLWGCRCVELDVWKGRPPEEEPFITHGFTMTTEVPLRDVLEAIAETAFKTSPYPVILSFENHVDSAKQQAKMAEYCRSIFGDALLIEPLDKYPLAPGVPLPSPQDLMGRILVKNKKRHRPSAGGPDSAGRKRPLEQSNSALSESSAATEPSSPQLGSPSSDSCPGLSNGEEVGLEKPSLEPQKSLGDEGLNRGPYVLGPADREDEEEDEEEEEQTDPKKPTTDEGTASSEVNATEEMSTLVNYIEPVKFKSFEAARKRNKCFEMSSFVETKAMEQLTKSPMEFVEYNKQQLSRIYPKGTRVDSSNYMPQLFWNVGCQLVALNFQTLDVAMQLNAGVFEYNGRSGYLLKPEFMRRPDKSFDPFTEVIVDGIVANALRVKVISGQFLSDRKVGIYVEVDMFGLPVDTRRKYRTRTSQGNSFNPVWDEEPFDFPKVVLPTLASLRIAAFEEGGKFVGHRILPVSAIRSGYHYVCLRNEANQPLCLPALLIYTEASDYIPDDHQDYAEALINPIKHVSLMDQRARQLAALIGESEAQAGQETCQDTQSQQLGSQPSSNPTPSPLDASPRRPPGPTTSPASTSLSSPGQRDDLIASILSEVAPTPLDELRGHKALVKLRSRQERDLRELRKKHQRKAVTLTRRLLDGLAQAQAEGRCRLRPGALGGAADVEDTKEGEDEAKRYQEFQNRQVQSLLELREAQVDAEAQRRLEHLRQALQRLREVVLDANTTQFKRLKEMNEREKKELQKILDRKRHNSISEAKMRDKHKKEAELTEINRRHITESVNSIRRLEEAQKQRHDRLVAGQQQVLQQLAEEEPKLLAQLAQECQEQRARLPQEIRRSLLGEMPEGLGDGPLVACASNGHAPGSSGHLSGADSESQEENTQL
DAX1 inh-1: inhibitors of human orphan nuclear receptor DAX1 (NR0B1); actives 0.99% (n = 340,000); P51843; HEK293 Gal4-DAX1 luciferase reporter, luminescence; AID 504766; inhibition, % at 6.75 µM;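 active = inhibition above the mean over all tested compounds plus 3 SD, cut at about 4.2% in these data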;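 note: 0% = DAX1-transfected cells with DMSO and 100% = empty-vector control cells with DMSO; inhibition shows as a rise in luminescence from relieved DAX1 repression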
DAX1 inh-2: blocks DAX1 repression of SF-1 activated StAR promoter; HEK293T StAR-luciferase reporter, SF-1/DAX-1 repression relief; inhibition, % at 6.8 µM; actives 1.1% (n = 370,000); AID 652010;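 active = inhibition above the mean over all tested compounds plus 3 SD, cut at about 3.6% in these data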;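 note: 0% = DAX-1 cells with DMSO and 100% = cells lacking DAX-1 with DMSO; higher inhibition means more luminescence from relief of DAX-1 repression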
Numbers without * were called inactive; x = not tested or not shown.

SMILES	hgDAF12 agonist	MBD2 DNA inh	SMARCA2 act	ssDAF-12 act	ADAM17 inh	NR1D1 modulator	PLC-gamma1 inh	hcDAF12 agonist	PLC-beta3 inh	DAX1 inh-1	DAX1 inh-2
CCCCCCCCCc1nc2sc3c(c2c(=O)n1NC(=O)c1ccccc1[N+](=O)[O-])CC(C)(C)OC3	1.4	5	-1	-1.6	-5	-4	-1	-2.0	3	-0.4	0.4
CN(CC(=O)Nc1ccc(F)cc1)C(=O)c1cc(-c2cccs2)nn1-c1ccccc1	0.3	-3	0	-1.2	-6	1	-2	0.0	-10	0.3	0.6
CN(C1CCS(=O)(=O)C1)S(=O)(=O)c1cccs1 (stereo unspecified)	3.9	0	-1	-0.8	-2	2	0	-1.7	-8	0.8	0.3
Cc1c(C(=O)O)nnn1-c1nonc1N	0.4	5	-4	-1.1	-2	-1	-1	1.4	-6	-0.8	-0.8
Cc1cccc(NC(=O)c2nc[nH]c2C(=O)NCCN(CCNC(=O)c2[nH]cnc2C(=O)Nc2cccc(C)c2)CCNC(=O)c2[nH]cnc2C(=O)Nc2cccc(C)c2)c1	1.3	1	1	-0.8	-1	9	0	-1.2	0	-0.4	0.1
COc1ccc(NS(=O)(=O)c2ccc(C)c(C(=O)OC(C)C(=O)N3CCOCC3)c2)cc1 (stereo unspecified)	-0.1	-2	-4	-1.0	1	1	3	-1.1	5	-1.1	-1.9
Cn1c2ccccc2c2cnn(CC(=O)Nc3ccc(Cl)cc3)c(=O)c21	-2.1	6	-2	-0.2	-2	7	0	3.6	-10	1.4	0.5
COc1nn(C(C)C(=O)N2N=C(C(F)F)CC2(O)C(F)F)cc1[N+](=O)[O-] (stereo unspecified)	0.8	1	0	-1.3	0	2	1	-1.1	-149	0.8	0.3
CCCCOC(=O)Nc1nnc(CCOCC)s1	-0.4	0	-5	-1.1	-4	-6	0	-0.9	4	0.4	0.6
NS(=O)(=O)c1ccc(CCNC(=O)COC(=O)CN2C(=O)C3CCCCC3C2=O)cc1 (stereo unspecified)	-0.6	3	4	-1.2	-2	-5	2	0.1	-2	-0.5	0.7
Cc1ccc(OCCN2CCC2(C)C(=O)Nc2ccc3c(c2)OCCO3)cc1 (stereo unspecified)	-0.8	-5	-5	-1.8	-4	-2	1	-1.5	-6	x	-3.6
COc1ccc(-c2noc(CNC(=O)CCN3C(=O)[C@H]4CC=CC[C@H]4C3=O)n2)cc1	-0.7	2	-2	-1.6	-3	2	-2	2.0	-6	-1.3	-0.3
CCN(CC(=O)Nc1ccccc1C(F)(F)F)C(=O)CCOc1ccc(C)cc1	-1.3	-3	1	-1.3	0	-3	-3	-1.5	1	-1.4	-1.3
COc1ccc(C2c3ccc(O)cc3Oc3ncn(CC(C)C)c(=N)c32)cc1 (stereo unspecified)	-2.2	3	-3	-2.1	-2	-2	0	-1.2	-10	-1.1	-0.1
CN(C)c1ccc(P(=O)(OCc2ccccc2)C(O)c2ccc(Cl)cc2)cc1 (stereo unspecified)	-0.9	-8	-1	-0.9	2	-5	4	-0.3	0	0.1	0.5
COc1nc(N2CCCCCC2)nc(N2CCCCCC2)n1	1.4	0	1	-1.6	0	6	-1	0.0	0	3.2	-0.4
CCCCNc1c(CC(C)C)nc2nc(C)cc(C)n12	-0.2	1	-3	-0.3	-6	9	-6	-1.7	-10	x	0.3
Nc1ccc2c(=O)[nH][nH]c(=O)c2c1	2.6	-2	-1	-0.3	-8	4	-25	-1.6	-35	-1.2	-0.9
CC(C)c1ccc(/C=N/NC(=O)CC(=O)NC2CCCCC2)cc1	2.7	9	8.4*	-0.6	-1	-1	0	-1.3	0	0.4	0.1
O=[N+]([O-])c1cccc(Oc2cnccn2)c1	2.2	-1	-2	-1.0	-3	-1	0	0.1	-1	0.6	0.3
COC(=O)c1ccc(NC(=O)c2nc(S(=O)(=O)Cc3cccc(C)c3)ncc2Cl)cc1	-9.4	-4	-14	-1.1	-5	-5	2	-3.5	-3	0.3	-2.2
Cc1cccc(NC(=O)NC(C)C(c2ccccc2)N2CCN(C)CC2)c1 (stereo unspecified)	-1.4	-4	-3	-2.0	5	-3	5	-1.1	-1	0.1	0.5
CCn1c(N2CCN(C(=S)NC)CC2)nc2ccccc21	-3.2	-4	-4	-1.7	-5	-1	0	-1.7	-1	1.3	-0.1
Cc1nc(SCc2nc3c(C)cccc3[nH]2)c2oc3ccccc3c2n1	-0.8	0	2	-1.0	-3	7	-15	0.1	-23	0.9	-0.7
CC(C)(C)NC(=O)Cn1c(Cl)nc2ccccc21	1.0	0	2	-1.9	0	0	5	-2.0	-3	-0.5	-0.3
COc1ccc(S(=O)(=O)N2CCCC2CNC(=O)C(=O)NC2CC2)cc1 (stereo unspecified)	0.7	1	-3	-0.6	-4	3	2	0.5	-6	0.6	1.2
CC(=O)Nc1cc2c(ccc3ccccc32)oc1=O	2.6	0	-2	-0.6	-416	0	-218	-1.5	-220	x	0.0
Cc1ccc2oc(=O)c3cnn(CC(=O)NCCN4CCOCC4)c3c2c1	0.8	-4	-1	-0.3	4	-1	0	5.0	3	-0.5	-0.2
CC1CC(C)CN(S(=O)(=O)c2ccc3oc(=O)ccc3c2)C1 (stereo unspecified)	-0.4	-1	1	-1.0	-3	2	-2	-0.8	-1	1.0	-0.1
CCN(C(=O)CSc1nnc(-c2cccc(Cl)c2)n1N)c1c(N)n(Cc2ccccc2)c(=O)[nH]c1=O	2.5	1	3	-0.7	-1	-1	3	-0.6	-2	2.6	-0.6
COc1ccc(-n2nnnc2SCC(=O)NNC(=O)c2ccc([N+](=O)[O-])cc2)cc1	-1.8	5	-4	-1.3	0	-3	2	-0.3	0	-0.2	-0.6
CC(CC(=O)c1ccc(F)cc1)N1CCN(c2ccccc2)CC1 (stereo unspecified)	5.3	-1	2	-0.8	-2	0	0	0.9	0	0.9	0.7
O=S(=O)(c1ccc(-c2csc(-c3cccnc3)n2)cc1)N1CCCCC1	-2.0	-1	0	-1.5	7	4	-2	-2.1	-2	-2.0	-0.7
COc1ccc(-c2c(=O)n(OCc3ccccn3)c3ccccc3[n+]2[O-])cc1OC	-4.1	-10	-3	-1.1	-7	10	-21	-2.0	-25	-1.2	-0.5
CC1CCC2(CC1)CCC2NCc1ccc(Cl)cc1 (stereo unspecified)	-1.6	-2	x	-1.8	-4	5	-2	0.8	1	x	x
CCOC(=O)c1c(C)c(C(=O)NC(C)COC)c(C)n1C (stereo unspecified)	-0.9	-6	4	-1.1	2	-3	1	-0.4	5	-0.9	0.6
Cc1nc2ncnn2c(C)c1CCC(=O)Nc1csc(N)n1	2.6	-3	-1	-1.9	3	-1	0	-1.5	3	1.4	-0.1
CN(C)c1cc(-c2ccc(Cl)cc2Cl)oc(=O)c1Cl	1.0	0	-4	-1.9	1	-6	1	-0.1	-7	-1.8	-0.4
CN1c2ccccc2C2(C)CCCC3=Cc4cc([N+](=O)[O-])cc([N+](=O)[O-])c4OC312 (stereo unspecified)	0.1	3	-3	-0.5	-3	-5	-1	-0.6	2	0.7	-0.1
O=C(Nc1ccccc1)OCCN1C(=O)CCC12CCC(c1ccc(Cl)cc1)CC2 (stereo unspecified)	-1.3	-2	-2	-0.6	2	3	-3	-0.9	-1	x	-1.6

Looked up by compound from the list above, two records:
SMILES	hgDAF12 agonist	MBD2 DNA inh	SMARCA2 act	ssDAF-12 act	ADAM17 inh	NR1D1 modulator	PLC-gamma1 inh	hcDAF12 agonist	PLC-beta3 inh	DAX1 inh-1	DAX1 inh-2
CC(CC(=O)c1ccc(F)cc1)N1CCN(c2ccccc2)CC1 (stereo unspecified)	5.3	-1	2	-0.8	-2	0	0	0.9	0	0.9	0.7
O=S(=O)(c1ccc(-c2csc(-c3cccnc3)n2)cc1)N1CCCCC1	-2.0	-1	0	-1.5	7	4	-2	-2.1	-2	-2.0	-0.7

Next part
SMILES	hgDAF12 agonist	MBD2 DNA inh	SMARCA2 act	ssDAF-12 act	ADAM17 inh	NR1D1 modulator	PLC-gamma1 inh	hcDAF12 agonist	PLC-beta3 inh	DAX1 inh-1	DAX1 inh-2
COc1cccc(NC(=S)N2CCc3cc(OC)c(OC)cc3C2COc2ccc3c(C)cc(=O)oc3c2)c1 (stereo unspecified)	0.0	6	-1	-1.2	-82	4	-41	-3.5	-49	-1.6	-0.3
CCOC(=O)c1ccc(NC(=O)Nc2ccc(S(N)(=O)=O)cc2)cc1	-2.1	3	-4	-2.2	2	0	0	-1.3	-2	-1.8	-2.4
O=S(=O)(Cc1cccc(F)c1)c1c[nH]c2ccccc12	-2.2	-8	-3	-0.4	5	6	8	0.4	0	0.0	0.7
CCOc1ccc(C2CC(=O)NC(SC)=C2C#N)cc1 (stereo unspecified)	-0.4	-3	-2	-0.8	-4	-2	0	-1.2	-3	-0.1	0.0
COc1ccc(CN2CCC(=O)N([C@H](CO)c3ccccc3)CC2)cc1	-1.6	-5	1	-1.5	-1	4	2	-1.5	2	-0.3	-0.2
Cc1c(C(=O)OCC(=O)Nc2ccc(C(=O)N(C)C)cc2)oc2ccccc12	-1.2	-2	-2	-0.9	1	4	0	0.8	-5	-0.3	-1.1
COCCCNC(=O)C1CCCN(S(=O)(=O)c2cccc3nsnc23)C1 (stereo unspecified)	1.8	2	-2	-0.7	1	-10	2	-0.4	-2	0.2	-0.1
Fc1ccccc1-c1csc(=Nc2cccnc2)n1CCCn1ccnc1	3.3	4	-4	-1.9	-6	-3	-6	-0.8	-4	-0.1	-0.2
O=C(CC1NC(=O)NC1=O)NC1(C(=O)NC2CCCCC2)CCCCC1 (stereo unspecified)	0.8	0	-2	-0.6	-2	-2	-1	0.3	1	-0.4	-0.2
COc1ccccc1C(=O)COC(=O)CCNS(=O)(=O)c1ccc(C)c(C)c1	0.3	0	0	-0.8	-2	-8	-8	-0.3	-3	-0.8	0.4
CC(N=Cc1ccccc1O)c1ccccc1 (stereo unspecified)	-1.1	1	-2	-0.8	-2	-2	1	0.2	1	1.4	-0.2
CCOC(=O)N1CCN(C(=O)Cc2ccccc2OC)CC1	-1.9	0	-1	-1.3	-4	3	0	-0.7	-6	-1.0	0.3
O=S(=O)(c1ccccc1)c1nc(Nc2ccccc2N2CCOCC2)sc1Cl	-2.5	0	-1	-1.6	1	4	2	-1.1	0	-0.6	-0.1
COc1ccc(C(NC(=O)N2CC(C)OC(C)C2)C(Cl)(Cl)Cl)cc1F (stereo unspecified)	3.1	2	3	-1.3	-1	0	4	-0.5	2	0.0	-0.5
CC1CC(=O)Nc2ccccc2N1S(=O)(=O)c1ccccc1 (stereo unspecified)	2.1	-3	-1	-1.0	-4	x	3	1.5	0	-1.3	1.4
Cc1ccccc1-n1nc2c(c1NC(=O)c1ccc(S(=O)(=O)N(C)C)cc1)CSC2	-1.6	5	3	-0.6	13*	-5	8	5.9*	2	0.2	0.6
CC(=O)Nc1cccc(/C(C)=N/NC(=O)c2ccc(CN3CCOCC3)cc2)c1	-1.4	2	-3	-1.2	0	4	-5	-1.1	-8	1.4	0.2
O=S(=O)(NC1CCCC1)c1ccc(S(=O)(=O)N2CCN(c3ccccc3)CC2)cc1	-2.4	3	-3	-1.1	0	-3	3	-0.2	2	0.8	0.1
COc1cc(OC)cc(OC)c1	3.0	4	-3	-1.4	-6	4	2	0.0	-2	x	0.8
